Screening results deposited in PubChem BioAssay by several laboratories.
TbHK1 inh – T. brucei hexokinase 1 inhibition. recombinant TbHK1, G6PDH-coupled NADH A340. inhibition, % at 10 µM. actives 0.11% (n = 220,000). AID 1430;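 active = inhibition of 50% or more in the single-dose primary screen; inactive = inhibition below 50%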
BaF3 parental – parental Ba/F3 viability inhibition as JAK2V617F counter-screen; CellTiter-Glo ATP luminescence; actives 1.1% (n = 220,000); inhibition, % at 5.6 µM;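 active = inhibition above a per-campaign cutoff, the mean inhibition of all tested compounds plus 3 SD, cut at about 27% in these data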;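 note: 0% = DMSO wells and 100% = JAK Inhibitor I control wells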
RBBP9 inh – blocks human serine hydrolase RBBP9; O75884; recombinant RBBP9, FP-Rh probe fluorescence polarization; inhibition, % at 7.94 µM; actives 0.2% (n = 220,000);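 active = inhibition above the campaign mean of all tested compounds plus 3 SD, cut at about 14% in these data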;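 note: plate controls were DMSO wells with RBBP9 for no effect and wells lacking RBBP9 protein for full effect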
Target sequence (O75884 whole entry, looked up): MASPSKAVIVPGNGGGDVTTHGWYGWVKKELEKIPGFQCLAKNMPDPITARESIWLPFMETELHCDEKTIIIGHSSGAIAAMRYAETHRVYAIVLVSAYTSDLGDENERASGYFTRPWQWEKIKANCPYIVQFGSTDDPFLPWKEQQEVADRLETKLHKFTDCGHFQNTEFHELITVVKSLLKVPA
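Test system: recombinant human RBBP9. Quantity: 2.5 µM RBBP9 dispensing solution, before mixing. Detection: FP readout at 525/598 nm. Reagent: Serine-hydrolase probe FP-Rh, 375 nM pre-mixing. Measure: % inhibition. Control set: DMSO-treated enzyme wells and wells lacking RBBP9. Buffer or medium: Tris-NaCl-Pluronic buffer, pH 8.0. Times: preincubation 30 min plus labeling 45 min at 25 °C.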
PGE2 EP2 inh – EP2 receptor (human) inhibition | actives 0.52% (n = 260,000) | AID 1422 | C6 glioma cells expressing human EP2, cAMP TR-FRET; cells stimulated with saturating PGE2 | P43116 | inhibition, % at 25 µM;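 active = percent inhibition above 40 after rounding to a whole number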;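 note: rat C6 glioma host cells with rolipram phosphodiesterase inhibitor present; the protocol text gives 20 µM as final concentration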
PPC-1+TRAIL kill – PPC-1 cancer cell killing with TRAIL present; actives 0.41% (n = 220,000); cell killing (% activity), % at 4 µM; PPC-1 cells + TRAIL, ATPLite viability luminescence;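 active = cell killing above 50% in the first pass at 4 µM, then a duplicate retest at 5 µM averaging 50% or more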;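 note: plate controls were cells with TRAIL plus DMSO for no effect and medium-only wells lacking cells for full effect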
p97 inhibitor – blocks human p97 ATPase activity; recombinant p97 ATPase, Kinase-Glo ATP luminescence, 3 h; inhibition, % at 8 µM; actives 0.42% (n = 220,000); in the data active = inhibition above about 15%;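 note: 0% = DMSO vehicle and 100% = wells lacking enzyme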
Target sequence (P55072 whole entry, looked up): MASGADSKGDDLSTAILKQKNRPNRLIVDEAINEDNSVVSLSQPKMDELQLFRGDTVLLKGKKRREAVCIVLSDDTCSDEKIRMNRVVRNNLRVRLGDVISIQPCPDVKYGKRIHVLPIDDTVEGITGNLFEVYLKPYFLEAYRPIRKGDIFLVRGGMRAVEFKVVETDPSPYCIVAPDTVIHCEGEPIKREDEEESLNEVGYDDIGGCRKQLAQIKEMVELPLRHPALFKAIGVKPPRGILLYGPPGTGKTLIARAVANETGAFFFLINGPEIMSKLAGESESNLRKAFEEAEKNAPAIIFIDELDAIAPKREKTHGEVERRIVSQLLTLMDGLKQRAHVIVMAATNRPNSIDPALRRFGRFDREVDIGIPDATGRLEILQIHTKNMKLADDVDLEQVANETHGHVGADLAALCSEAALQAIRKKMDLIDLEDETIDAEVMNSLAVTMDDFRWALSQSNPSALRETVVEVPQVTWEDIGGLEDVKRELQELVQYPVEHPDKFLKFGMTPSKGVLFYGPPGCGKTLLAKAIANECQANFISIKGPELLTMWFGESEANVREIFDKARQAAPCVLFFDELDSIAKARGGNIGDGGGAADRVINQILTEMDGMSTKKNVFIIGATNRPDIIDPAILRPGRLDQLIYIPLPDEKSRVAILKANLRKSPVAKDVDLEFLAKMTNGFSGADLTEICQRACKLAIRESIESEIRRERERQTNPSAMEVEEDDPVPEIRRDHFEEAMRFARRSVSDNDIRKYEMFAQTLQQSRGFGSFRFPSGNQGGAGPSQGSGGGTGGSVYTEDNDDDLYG
Ba/F3 V617F tox – loss of viability in JAK2V617F-driven Ba/F3 cells. actives 1.1% (n = 220,000). inhibition, % at 5.6 µM. AID 1446. Ba/F3 EpoR-JAK2V617F viability, ATP luminescence;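 active = inhibition above the campaign mean plus 3 SD over all tested compounds, cut at about 24% in these data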;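 note: cytokine-independent growth of Ba/F3 cells driven by EpoR plus mutant JAK2; 0% = DMSO-treated cells and 100% = JAK inhibitor I control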
Furin inhibitor – blocks human furin protease activity; P09958; purified furin, fluorogenic substrate cleavage; inhibition, % at 30 µM; actives 0.061% (n = 220,000); AID 463115; in the data active = inhibition above about 25%; note: inactives centre near -15
NCF1 inh – p47phox (human) inhibition; P14598; p47phox/p22phox peptide binding, fluorescence polarization, 2 h; inhibition, % at 24.7 µM; actives 0.53% (n = 220,000); AID 1274;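 active = inhibition above about 30%, limit read from the data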;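 note: 0% = p47phox with labelled peptide and 100% = labelled peptide alone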
An asterisk follows results filed as active; x = no result given; & = joins results of further samples; [ ] = remark or other dose. Not all compounds are listed; count on the stated rates, not on these rows.

SMILES	TbHK1 inh	BaF3 parental	RBBP9 inh	PGE2 EP2 inh	PPC-1+TRAIL kill	p97 inhibitor	Ba/F3 V617F tox	Furin inhibitor	NCF1 inh
O=C1C(=O)N(C2CCCC2)C(=O)N1Cc1c(F)cccc1Cl	9	7	-4	3	14	-1	5	-3	-2
Cc1cccc(C(=O)NNC(=O)c2ccccc2)c1	27	3	-4	5	16	3	-3	-17	0
CC1=C(C(=O)Nc2cccc([N+](=O)[O-])c2)C2(CCC(C)CC2)OC1=O (stereo unspecified)	-3	7	2	22	4	3	-4	-32	7
NC(=O)c1coc(-c2ccccc2)n1	4	3	-5	2	20	0	2	-4	-10
CC(=O)/C(N=Nc1ccc2c(c1)OCO2)=C(\C)O	19	-1	-3	10	23	4	-5	3	-7
Cc1c(C(=O)NCCn2ccc3ccccc32)cccc1[N+](=O)[O-]	-9	0	-5	13	26	6	-2	-2	3
CC(=O)N(c1nc(CCl)cs1)c1ccc(C)cc1C	-2	4	-3	10	13	3	-1	-15	4
c1ccc(-c2nnc(N3CCN(c4ccccn4)CC3)c3ccccc23)cc1	-2	1	-7	9	24	-2	-1	-11[20 µM]	-10
CCNC(=O)COC(=O)c1ccc(S(=O)(=O)N2CCCCCC2)cc1	7	3	-6	6	4	-4	-1	-16	-13
CC(C)OC(=O)/C(=C/c1ccco1)c1ccccc1	-10	5	-3	6	4	1	-2	-13	-10
CCN(CC)CC(=O)n1c2c(c3ccccc31)CCCC2	3	3	-4	9	19	2	-4	-27	4
CC(C)N(C(=S)Nc1cccnc1)c1ccccc1	-4	-15	3	2	8	4	-2	-21	-9
Cc1cccc(Cn2cnc3ccccc32)c1	3	3	-12	7	17	6	-4	6[20 µM]	-7
O=C(Cn1c(SCC(=O)N2CCc3ccccc3C2)nc2ccccc21)NC1CCCC1	4	4	-9	10	17	-2	1	-8[20 µM]	-3
NC(=O)NCC(=O)N1CCC(C(O)(c2ccccc2)c2ccccc2)CC1	5	-2	1	8	23	2	0	-16	0
Nc1c(C(=O)C2CC2)sc2nc3c(cc12)CCC3	-2	3	-7	1	-1	6	-1	-21	4
Cc1nn(-c2ccc(Cl)cc2)c(N)c1C(O)(CSc1nccn1C)C(F)(F)F (stereo unspecified)	-6	10	0	3	4	2	3	-15	-16
COc1ccc(-c2cn[nH]c2C)cc1	0	3	-9	6	2	5	-4	-34	-9
Cc1ccc(-c2cc(C(=O)Nc3ccc(S(=O)(=O)Nc4nc(C)cc(C)n4)cc3)c3ccccc3n2)cc1	-19	4	-13	13	12	-4	1	-17	-23
COC(=O)c1ccc(-n2c(C)cc(/C=N/n3cnnc3)c2C)cc1	-20	6	-2	9	26	-3	5	-15	-9
CCCC/C(O)=C1\C(=O)CCCC1=NCCc1c(C)[nH]c2ccc(OC)cc12	5	1	-10	4	0	-6	0	-9	-5
O=C(COC(=O)Cn1cnc2ccccc2c1=O)Nc1ccccc1Sc1ccc(Cl)cc1	-3	9	-5	8	18	3	-3	-20	-9
CCCN(CCC)CCCNC(=O)c1cc2cc3ccc(OC)cc3nc2o1	-39	11	-8	x	9	-6	9	-18	x
O=C(OCc1c(F)cccc1Cl)c1cnccn1	5	6	-2	6	5	6	1	-2[20 µM]	-9
CC(C)(C)C(=O)NC(=S)Nc1cc(C(=O)O)ccc1Cl	-2	0	-4	7	19	3	-4	-10[20 µM]	-14

2 entries from above in another layout:
smiles | TbHK1 inh | BaF3 parental | RBBP9 inh | PGE2 EP2 inh | PPC-1+TRAIL kill | p97 inhibitor | Ba/F3 V617F tox | Furin inhibitor | NCF1 inh
CCCN(CCC)CCCNC(=O)c1cc2cc3ccc(OC)cc3nc2o1 | -39 | 11 | -8 | x | 9 | -6 | 9 | -18 | x
CC(C)N(C(=S)Nc1cccnc1)c1ccccc1 | -4 | -15 | 3 | 2 | 8 | 4 | -2 | -21 | -9

Later entries.
SMILES	TbHK1 inh	BaF3 parental	RBBP9 inh	PGE2 EP2 inh	PPC-1+TRAIL kill	p97 inhibitor	Ba/F3 V617F tox	Furin inhibitor	NCF1 inh
Cc1ccc(C(=O)NCc2nnc(SCC(=O)NC(C)c3ccccc3)n2C)cc1 (stereo unspecified)	2	3	-5	3	-12	2	0	-17	-1
CCN(CC(=O)Nc1ccc2c(c1)OCCO2)Cc1cc(=O)n2ccsc2n1	-9	2	-7	11	18	4	-3	-23	-8
O=C(/C=C/c1ccc(S(=O)(=O)N2CCOCC2)cc1)NCCCn1ccnc1	1	3	-1	8	-10	0	-1	-22	-15
O=C(O)c1ccc(/C=N/NC(=S)NCCN2CCOCC2)cc1	-22	2	8	5	23	4	-1	-16	2
COc1ccccc1NC(=S)N1CCN(C(=O)C2CCCO2)CC1 (stereo unspecified)	0	10	-4	3	-3	5	-1	-25	-3
COc1ccc(-c2nnn(CC(=O)N(CCCO)C(C(=O)NC3CCCC3)c3ccncc3)n2)cc1 (stereo unspecified)	10	-1	-4	10	10	0	3	-3	3
CC1CCCC(NC(=O)CN2CCN(Cc3ccc(Cl)cc3)C2=O)C1C (stereo unspecified)	-9	-1	0	10	12	1	-1	-15[20 µM]	0
Cc1nc(NC(C)(C)CO)c([N+](=O)[O-])cc1[N+](=O)[O-]	-20	7	-11	4	-10	-3	2	4	-4
COc1ccc(C(CC(=O)N2CCCC(C)C2)c2c(OC)cc(OC)c3c(-c4ccccc4)cc(=O)oc23)cc1 (stereo unspecified)	-6	x	x	14	-8	x	x	-24	-4
O=C1NC(c2ccc(-c3ccccc3[N+](=O)[O-])o2)C(C(=O)c2ccc(Cl)cc2)C(O)(C(F)(F)F)N1 (stereo unspecified)	-5	7	-7	11	20	9	-2	-14	2
CCSc1nnc(NC(=O)Cc2ccc(OC)c(OC)c2)s1	-3	6	5	8	16	1	1	-3[20 µM]	-10
O=C(CSc1nc2ncc(Cl)cc2[nH]1)c1c[nH]c2ccccc12	-7	1	-18	27	18	9	-5	-16	-39
CCOC(=O)c1ccc(NC(=S)NCc2ccco2)cc1	-9	-4	-5	1	16	-3	-2	-13	-4
COc1ccc(N(CC(=O)N/N=C/c2cccc3c2OCCO3)S(=O)(=O)c2ccc(NC(C)=O)cc2)cc1	-16	2	-25	16	20	4	1	-11[20 µM]	-24
CCOc1ccc(NC2C=CS(=O)(=O)C2)cc1 (stereo unspecified)	-1	2	0	13	25	9	-4	-18[20 µM]	-8
Cc1cccc(N2C(N)=C(C#N)C(C#N)(C#N)C2c2ccccc2)c1 (stereo unspecified)	-3	18	0	7	7	3	16	-15	-8
COC(=O)C(C)NC(=O)C(C)NC(=O)OCc1ccccc1 (stereo unspecified)	-3	-1	-2	8	11	0	-3	-20	-5
O=C(O)c1ccc(N/N=C/C=C/c2ccccc2)cc1	-18	2	3	10	22	6	3	-28	-6
Cc1sc(-n2c(C)cc(/C=C3\SC(=S)NC3=O)c2C)c(C#N)c1C	16	4	-2	16	x	2	2	-4[20 µM]	-131
CN(C)CCCn1c(N)c(C#N)c2nc(C#N)c(C#N)nc21	-25	-2	10	27	11	5	-2	15[20 µM]	-14
CCOC(=O)c1sc(-c2ccccn2)nc1C	-12	4	-4	6	-1	5	-4	-18	-7
Nc1c(S(=O)(=O)c2cccs2)c2nc3ccccc3nc2n1/N=C/c1cccc(O)c1	-18	1	-36	41*	-7	4	-4	-1	-48
O=C(Nc1ccccc1)c1ccc2c(c1)OCCO2	0	2	-3	3	46	0	-2	-15[20 µM]	-20
Cc1nnc(SCC2=C(C(=O)O)N3C(=O)C(NC(=O)Cn4ncc(Cl)c4C)C3SC2)s1 (stereo unspecified)	10	3	-4	4	22	2	1	-21	-5
O=C1c2ccccc2C(=O)c2c1cccc2N1CCCC1	-6	-1	3	1	22	0	-5	-16	5

13 entries from above, with bars between the fields:
SMILES | TbHK1 inh | BaF3 parental | RBBP9 inh | PGE2 EP2 inh | PPC-1+TRAIL kill | p97 inhibitor | Ba/F3 V617F tox | Furin inhibitor | NCF1 inh
O=C1C(=O)N(C2CCCC2)C(=O)N1Cc1c(F)cccc1Cl | 9 | 7 | -4 | 3 | 14 | -1 | 5 | -3 | -2
Cc1cccc(C(=O)NNC(=O)c2ccccc2)c1 | 27 | 3 | -4 | 5 | 16 | 3 | -3 | -17 | 0
CC1=C(C(=O)Nc2cccc([N+](=O)[O-])c2)C2(CCC(C)CC2)OC1=O (stereo unspecified) | -3 | 7 | 2 | 22 | 4 | 3 | -4 | -32 | 7
NC(=O)c1coc(-c2ccccc2)n1 | 4 | 3 | -5 | 2 | 20 | 0 | 2 | -4 | -10
CC(=O)/C(N=Nc1ccc2c(c1)OCO2)=C(\C)O | 19 | -1 | -3 | 10 | 23 | 4 | -5 | 3 | -7
Cc1c(C(=O)NCCn2ccc3ccccc32)cccc1[N+](=O)[O-] | -9 | 0 | -5 | 13 | 26 | 6 | -2 | -2 | 3
CC(=O)N(c1nc(CCl)cs1)c1ccc(C)cc1C | -2 | 4 | -3 | 10 | 13 | 3 | -1 | -15 | 4
c1ccc(-c2nnc(N3CCN(c4ccccn4)CC3)c3ccccc23)cc1 | -2 | 1 | -7 | 9 | 24 | -2 | -1 | -11[20 µM] | -10
CCNC(=O)COC(=O)c1ccc(S(=O)(=O)N2CCCCCC2)cc1 | 7 | 3 | -6 | 6 | 4 | -4 | -1 | -16 | -13
CC(C)OC(=O)/C(=C/c1ccco1)c1ccccc1 | -10 | 5 | -3 | 6 | 4 | 1 | -2 | -13 | -10
CCN(CC)CC(=O)n1c2c(c3ccccc31)CCCC2 | 3 | 3 | -4 | 9 | 19 | 2 | -4 | -27 | 4
CC(C)N(C(=S)Nc1cccnc1)c1ccccc1 | -4 | -15 | 3 | 2 | 8 | 4 | -2 | -21 | -9
Cc1cccc(Cn2cnc3ccccc32)c1 | 3 | 3 | -12 | 7 | 17 | 6 | -4 | 6[20 µM] | -7

Further structures:
SMILES	TbHK1 inh	BaF3 parental	RBBP9 inh	PGE2 EP2 inh	PPC-1+TRAIL kill	p97 inhibitor	Ba/F3 V617F tox	Furin inhibitor	NCF1 inh
O=C(NNc1ccccn1)c1ccccc1CC[N+](=O)[O-]	0	5	-4	6	0	8	1	-29	-4
CCN(c1ccccc1)S(=O)(=O)c1ccc(C(=O)NCC(c2cccs2)N(C)C)cc1 (stereo unspecified)	-2	8	-1	6	-18	1	4	-26	-6
CCCn1c(=N)c(S(=O)(=O)c2ccccc2)cc2c(=O)n3ccccc3nc21	-17	1	-2	13	15	1	0	-79	-5
O=C1N/C(=N\N=C\c2cccs2)SC1Cc1ccc(Cl)c(Cl)c1 (stereo unspecified)	-15	-2	-7	4	x	-4	3	-21	-7
Cc1cc(S(=O)(=O)NC2CCCCC2)ccc1OCC(=O)NCC1CCCO1 (stereo unspecified)	7	1	-6	10	1	-4	3	-23	2
CCOC(=O)c1sc2ncn(C(CC)C(=O)OCC)c(=O)c2c1C (stereo unspecified)	-1	2	0	17&10	29	0	-2	-18	1
CCN1CCCC1CNC(=O)CCc1nnc(CCC2CCCCC2)o1 (stereo unspecified)	5	5	-9	4	-1	-6	0	-19	-13
COc1ccc(/C=C/C(=O)NC(=S)NNC(=O)c2cccs2)cc1OC	-57	-5	-3	8	3	10	1	-18	-1
CC(C)CN1C(=O)c2ccc(C(=O)Nc3ccncc3)cc2C1=O	-7	-1	-5	4	18	0	-1	-16	-10
